M1AAP inhibition: malaria alanyl aminopeptidase activity blockers – biochemical, fluorogenic H-Leu-NHMec substrate, 1536-well (AID 1445). recombinant M1AAP, H-Leu-NHMec fluorogenic kinetic assay; higher % means a stronger effect. one-dose inhibition, % at 30 µM; IC50 in µM for titrated hits. hit rate 0.42% among 220,000;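 active = primary inhibition above the hit cutoff, then over 50% inhibition at one or more dose response concentrations, cut at about 23% in these data, passing the limit was not always enough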;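 note: plate controls were DMSO full reaction for no effect and no enzyme background for full effect; strong numbers were not always called active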
Hep lipid drop: hepatic lipid droplet formation modulation | AML12 mouse hepatocytes, oleate lipid droplets, BODIPY imaging | inhibition, % at 6.5 µM | AID 1656 | hit rate 0.4% among 240,000;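 active = lipid droplet intensity inhibited by at least 50%, with more than 500 cells counted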
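Assay system: AML12 mouse liver cells | Compound: 6.5 µM single-point dosing | Schedule: Overnight exposure | Technique: Fluorescence imaging, 20x objective, two fields per well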
human PMI inhibition: inhibitors of human PMI, primary screen, biochemical, fluorescence intensity, coupled assay (AID 1209); inhibition, % at 20 µM, or IC50 in µM where a hit was titrated; hit rate 0.42% among 190,000; purified PMI enzyme, coupled fluorescence intensity; higher % means a stronger effect;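 note: plate controls were DMSO vehicle for no effect and wells lacking substrate for full effect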
UTI89 phage lysis: inhibition of K1F phage lysis, E. coli UTI89, bacterial capsule biogenesis inhibitors, alamar blue (AID 488966); E. coli UTI89 K1F phage lysis, alamar blue, 2 h; higher % means a stronger effect; inhibition, % at 100 µM, or IC50 in µM where a hit was titrated; hit rate 0.02% among 340,000;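 active = phage lysis inhibition, versus mean bacterial control, above a set limit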;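 note: capsule biogenesis inhibitors block K1F phage lysis so surviving cells raise fluorescence; higher fluorescence means more inhibition of phage lysis; actives were called in the ten point dose series up to 300 µM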
WT yeast gro inh: growth inhibition of WT yeast, mitochondrial fusion screen; mitochondrial fusion phenotypic screen, WT strain; inhibition, % at 10 µM; hit rate 2.1% among 190,000; AID 1362; in the data active = inhibition above about 58%; tested in S. cerevisiae
Myeloid diff MLP: compounds promoting myeloid differentiation | ER-HoxA9 myeloid progenitors, lysozyme-GFP differentiation, flow cytometry | calls only at 10 µM | hit rate 1% among 360,000;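 active = normalized GFP-positive differentiation at or above the plate's own cutoff, the solvent-only control mean plus 3 SD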;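 note: cells exposed to compound for four days before flow analysis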
human PMI inhibitors: human PMI inhibitors, high substrate, primary screen, biochemical, fluorescence intensity, high mannose 6-phosphate (AID 1220) | recombinant PMI enzyme, coupled fluorescence intensity; higher % means a stronger effect | one-dose inhibition, % at 20 µM; IC50 in µM for titrated hits | hit rate 0.66% among 190,000
TNAP activation fold: stimulation of alkaline phosphatase TNAP activity – biochemical, luminescent, no phosphate acceptor, uHTS, primary screen (AID 1001) | purified TNAP, luminescent activation assay, no phosphate acceptor; higher activation fold means a stronger effect | one-dose activation fold at 20 µM; EC50 in µM for titrated hits | hit rate 0.03% among 200,000; in the data active = activation fold from about 3, or a potency from the dose series; inactive = the rest, 99 in 100 with activation fold below about 1.6; note: many of its hits are not listed in these tables
CSM14.1 death rescue: protection against thapsigargin-triggered cell killing – 384-well, CSM14.1, ATP luminescence, primary screen (AID 1222); CSM14.1 thapsigargin-induced death rescue, ATP luminescence; higher % means a stronger effect; one-dose cellular ATP content (survival), % at 20 µM; EC50 in µM for titrated hits; 190,000 tested, under 10 active;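 active = EC50 below 50 µM in the dose-response confirmation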;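 note: death triggered by thapsigargin at about 15 µM added after 2 h compound pretreatment; cell ATP read after overnight thapsigargin exposure of roughly 18 to 22 hours; normalized against plate controls of thapsigargin alone and 5% DMSO vehicle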
WT yeast gro inh mutant strain: second read-out of WT yeast gro inh, no call of its own (marks repeat the call); inhibition, %; mitochondrial fusion phenotypic screen, mutant strain inhibition
Hep lipid drop cells 6.5 µM: recorded beside Hep lipid drop, whose call it bears; cell count; measured here: cell count, cytotoxicity flag;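 cells counted across two imaged fields per well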
Myeloid diff MLP GFP+ MAC1+ %: recorded beside Myeloid diff MLP, whose call it bears; GFP+ MAC1+ double positive, %; measured here: differentiation confirmed by MAC1 staining
* marks the source's active call; other numbers are inactive results; i = inactive; · = no result given; + = active, no number; [ ] = remark or other dose. Cut-off read from the data, not from the text of the source, unless noted: active = inhibition above about 50%; inactive = the rest.

SMILES | M1AAP inhibition | Hep lipid drop | Hep lipid drop cells 6.5 µM | human PMI inhibition | UTI89 phage lysis | WT yeast gro inh | WT yeast gro inh mutant strain | Myeloid diff MLP | Myeloid diff MLP GFP+ MAC1+ % | human PMI inhibitors | TNAP activation fold | CSM14.1 death rescue
COC(=O)c1cccc(NC(=O)/C=C/c2ccc([N+](=O)[O-])cc2)c1 | -0.9% | -1.7 | 535 | 17.9% | 2.1%[50 µM] | 3.3 | -13.3 | i | 0.6 | 16.4% | 1 | -2.8%
COc1ccccc1OCC(O)Cn1c(=N)n(CCN2CCCCC2)c2ccccc21 (stereo unspecified) | 2.2% | -14.4 | 683 | 3.5% | 0.5% | 9.5 | 10.4 | i | 0.5 | -1.1% | 1.1 | ·
COc1ccc(-c2noc(CN(C)S(=O)(=O)c3ccc(C)cc3)n2)cc1 | -1.8% | -2.3 | 673 | 16.7% | -0.2% | -7.2 | 7.4 | i | 1.0 | 13.5% | 1.1 | ·
CC(C)Cc1nnc(NC(=O)CCC(=O)Nc2ccc(F)cc2)s1 | 3.8% | · | · | 4.2% | 0.1% | 7.8 | -8.5 | i | 2.7 | 3.1% | 0.5 | -1.5%
COc1ccc(Cl)cc1C(=O)n1nc(C)cc1C | 6.4% | 2.9 | 694 | 1.8% | 0.3% | 5.1 | -1.8 | i | 0.9 | -2.8% | 1.1 | 3.1%
COCCNC(=O)c1ccccc1NC(=O)Cc1ccccc1 | 0.6% | 6.8 | 586 | 1.0% | -1.0% | -4.5 | 3.1 | i | 0.5 | 4.5% | 1 | 0.2%
CCN1/C(=C/C(C)=O)Sc2ccc(OC)cc21 | 6.2% | · | · | 8.6% | 0.2% | 14.0 | 2.3 | i | 0.7 | 5.4% | 1.1 | -1.7%
CC(Nc1c([N+](=O)[O-])c(=O)oc2ccccc12)c1ccccc1 (stereo unspecified) | 9.1% | 3.9 | 775 | · | 0.2% | · | · | i | 1.1 | · | · | ·
C[C@@H](C(=O)N1CCN(C(=O)OC(C)(C)C)CC1)n1cc(CCC(=O)O)nn1 | -3.1% | 1.8 | 685 | 4.6% | 0.8% | -2.3 | -5.8 | i | 0.9 | 3.8% | 1 | -0.8%
CN=c1scc(-c2c[nH]c3ccccc23)n1C | 4.9% | -7.4 | 647 | 8.1% | -0.5% | 5.2 | -12.0 | i | 0.3 | -5.3% | 1.1 | -0.7%
Cc1cc(-c2ccccc2)[nH]c(=O)c1S(=O)(=O)c1ccc(Cl)cc1 | 5.4% | · | · | 8.1% | 0.7% | -3.5 | 9.4 | i | 0.6 | -7.3% | 1 | -1.1%
Cc1ccc(C(=O)c2ccc(N3CCOCC3)c(F)c2)cc1 | -2.2% | 14.6 | 770 | -3.2% | 1.7% | 11.4 | -19.2 | i | 0.8 | -3.3% | 1.1 | -3.1%
CCCCC(CC)C(=O)Nc1ccccc1C#N (stereo unspecified) | 6.7% | -15.7 | 681 | 3.5% | 0.3% | 5.6 | 2.2 | i | 1.8 | 3.3% | 1.1 | -1.9%
Cc1ccc(CSc2nnc(CNc3ccc(F)cc3)o2)cc1 | 0.0% | 10.4 | 767 | 3.3% | 0.1% | -2.1 | -14.6 | i | 0.2 | 5.6% | 1 | 2.0%
Cc1ccccc1NC(=O)c1cc(S(=O)(=O)N2CCOCC2)cs1 | 9.4% | -4.4 | 744 | -2.6% | -0.7% | -9.2 | -11.0 | i | 0.5 | -1.4% | 1.1 | -5.6%
Cc1cc(/C=N/NC(=O)c2ccc(CN3CCOCC3)cc2)c(C)n1-c1ccccc1 | 2.1% | 4.2 | 644 | 15.0% | -0.7% | 2.7 | -2.9 | i | 6.7 | 19.0% | 1.1 | -2.7%
COc1ccc(OC)c(NC(=O)Nc2ccc(Cl)cc2)c1 | 5.5% | -7.9 | 756 | 5.2% | 0.5% | 5.7 | 1.3 | i | 0.9 | 5.6% | 1.2 | -1.6%
COc1ccccc1CNC(=O)c1csc(Cc2ccc(Cl)cc2)n1 | 0.2% | · | · | 22.7% | 0.0% | 27.8 | 16.2 | i | 1.1 | 7.9% | 1 | 9.2%
CC1(C)C(N(O)C(=O)Nc2ccc(Cl)cc2)N(c2ccc(Cl)cc2)C(=O)N1CC(=O)NN (stereo unspecified) | 11.0% | 16.1 | 801 | -1.8% | 2.8% | -13.2 | -12.7 | i | 2.0 | -8.2% | 1.1 | -1.0%
COc1ccc(C(=O)N2c3cc4c(cc3C(C)=CC2(C)C)OCO4)cc1 | 4.3% | -25.0 | 771 | 7.7% | 0.4% | 59.9* | 18.5* | i | 0.2 | -0.5% | 0.9 | -1.9%
NS(=O)(=O)c1ccc(NC(=O)C2(c3ccccc3)CCCC2)cc1 | 1.0% | -1.3 | 700 | 1.9% | 4.0% | -8.2 | -1.9 | i | 0.2 | 0.3% | 1.1 | -1.1%
COc1ccc(OC)c(NC(=O)c2ccccc2N(Cc2ccccc2)S(C)(=O)=O)c1 | 14.2% | -12.6 | 705 | 10.4% | 0.1% | 6.9 | -6.2 | i | 0.3 | 18.8% | 1.1 | 3.0%
CC(C)OC(=O)c1cc2c(ccn2C)n1CC(=O)N1CCC(Cc2ccccc2)CC1 | 4.1% | · | · | 9.6% | 0.2% | 7.5 | 25.2 | i | 0.6 | 30.5% | 1 | 1.3%
S=C1N(c2ccccc2)C(c2ccccc2)N2CCCN12 (stereo unspecified) | 10.3% | -0.3 | 757 | 4.2% | -0.8% | · | · | i | 0.7 | 8.6% | 1.1 | -1.0%
Cc1csc(NC(=O)CNC(=O)OCc2ccccc2)n1 | 9.1% | · | · | -7.7% | 0.0% | 15.4 | 2.7 | i | 1.1 | -7.5% | 1 | -3.1%
O=C(COc1ncnc2sccc12)Nc1ccc2c(c1)OCCO2 | 6.7% | · | · | -13.8% | 0.1% | -9.3 | -6.3 | i | 0.7 | -5.7% | 1 | 0.8%
C=CCOc1ccccc1CNc1ccc2c(c1)OCCO2 | 1.2% | -3.3 | 746 | -42.5% | 0.2% | 9.4 | 4.7 | i | 0.3 | 6.4% | 1 | -2.9%
CCCN1C(=O)COc2ccc(C(=O)c3ccccc3C(=O)O)cc21 | 7.9% | -9.9 | 716 | 0.6% | 0.2% | 4.1 | 18.3 | i | 0.4 | -0.2% | 1.1 | 2.5%
COc1ccc(/C=C\c2onc(C)c2S(=O)(=O)N2CCC(C(=O)NCCC(C)C)CC2)cc1 | 0.7% | · | · | 2.0% | -1.5% | 2.5 | 0.4 | i | 3.8 | -2.1% | 1 | 1.7%
Cc1nn(C(=O)CN2C(=O)c3ccccc3C2=O)c(C)c1Br | -1.7% | · | · | 4.1% | 0.6% | 10.6 | 6.4 | i | 1.1 | 10.3% | 0.9 | 0.8%

Two entries from above, with tabs.
molecule	M1AAP inhibition	Hep lipid drop	Hep lipid drop cells 6.5 µM	human PMI inhibition	UTI89 phage lysis	WT yeast gro inh	WT yeast gro inh mutant strain	Myeloid diff MLP	Myeloid diff MLP GFP+ MAC1+ %	human PMI inhibitors	TNAP activation fold	CSM14.1 death rescue
CC(C)OC(=O)c1cc2c(ccn2C)n1CC(=O)N1CCC(Cc2ccccc2)CC1	4.1%	·	·	9.6%	0.2%	7.5	25.2	i	0.6	30.5%	1	1.3%
S=C1N(c2ccccc2)C(c2ccccc2)N2CCCN12 (stereo unspecified)	10.3%	-0.3	757	4.2%	-0.8%	·	·	i	0.7	8.6%	1.1	-1.0%

(cont.)
SMILES | M1AAP inhibition | Hep lipid drop | Hep lipid drop cells 6.5 µM | human PMI inhibition | UTI89 phage lysis | WT yeast gro inh | WT yeast gro inh mutant strain | Myeloid diff MLP | Myeloid diff MLP GFP+ MAC1+ % | human PMI inhibitors | TNAP activation fold | CSM14.1 death rescue
Cc1ccc(C(=O)NNC(=O)Cc2ccccc2)cc1 | 2.0% | -6.9 | 787 | -1.3% | 0.2% | 1.8 | -2.0 | i | 0.3 | -2.1% | 1.2 | -0.1%
FC(F)(F)c1cc(-c2ccccc2)nc(NCc2cccs2)n1 | -5.9% | -12.0 | 672 | 13.4% | -0.2%[50 µM] | 70.2* | 16.6* | i | 0.2 | 11.5% | 1.1 | 1.3%
CCOC(=O)c1cnc(SCC(=O)N2CCN(c3ccccc3)CC2)nc1N | 2.7% | 12.8 | 642 | 13.8% | 0.2% | 16.0 | 4.1 | i | 0.6 | 6.2% | 1.1 | -1.9%
CC(=O)C1=C(C)NC(SCC(=O)c2ccc(Cl)cc2)=C(C#N)C1c1ccco1 (stereo unspecified) | 16.3% | · | · | -26.2% | 0.7% | 15.8 | -5.9 | + | 3.3* | -10.0% | 1 | 4.6%
COc1cccc(OC)c1C(=O)NC(=S)Nc1ccc2oc(=O)ccc2c1 | 1.1% | -8.7 | 681 | 18.7% | 1.9% | -13.7 | -9.8 | i | 0.2 | 10.5% | 0.9 | -2.4%
O=C1CN(C(=O)CSc2nc(-c3ccccc3)cs2)c2ccccc2N1 | -0.7% | -12.8 | 630 | -3.1% | 3.9% | -10.9 | -17.8 | i | 1.2 | 0.0% | 1.1 | -0.2%
CC1CCCC(NC(=O)COC(=O)COc2ccc(Cl)cc2)C1C (stereo unspecified) | 5.8% | -0.6 | 783 | 4.2% | 0.7% | -6.7 | -2.0 | i | 1.2 | -2.7% | 1.1 | -0.8%
Cc1ccc(S(=O)(=O)/C(C#N)=C/c2c(N3CCOCC3)nc3ccccn3c2=O)cc1 | 10.7% | · | · | 3.1% | -0.1% | -11.4 | -2.8 | i | 0.6 | -0.4% | 1 | -3.0%
CCN(CC)CCN1C(=O)C(O)=C(C(=O)c2cccs2)C1c1ccc(C)o1 (stereo unspecified) | 6.4% | -0.2 | 772 | 3.7% | 0.8% | -10.6 | -2.2 | i | 0.7 | -7.5% | 1.1 | -3.2%
Cc1ccc(-n2ncc(C(=O)O)c2C2CCN(C(=O)OC(C)(C)C)CC2)cc1 | 4.6% | · | · | -8.1% | -1.1% | -22.4 | -20.1 | i | 0.7 | -3.9% | 1 | -1.1%
CCC(C)NC(=O)c1nn(C)c(=O)c2ccccc12 (stereo unspecified) | 1.6% | -17.4 | 658 | -5.4% | 0.3% | 3.8 | -10.1 | i | 0.5 | -9.3% | 1 | 1.7%
COc1ccccc1Oc1ccc(NC(=O)c2ccccc2C)cc1 | -4.0% | 12.3 | 673 | 5.5% | -0.1% | -9.8 | -8.8 | i | 0.4 | 3.5% | 1.1 | -0.8%
O=c1[nH]c(Nc2ccc3c(c2)OCCO3)nnc1Cc1ccc(Cl)cc1 | 8.2% | 9.8 | 631 | -4.0% | · | -14.0 | 4.2 | i | 0.1 | 2.8% | 1.1 | 0.9%
O=C(O)CCC(=O)NNC(=O)c1ccc(-c2ccccc2)cc1 | -1.6% | 2.8 | 664 | -6.5% | 0.2%[50 µM] | -7.3 | 10.8 | i | 5.8 | -3.3% | 1.1 | -2.1%

Bioassay records as filed in PubChem.
